SENP7 inh: blocks the human protease SENP7. Q9BQF6. recombinant SENP7, Z-RLRGG-aminoluciferin luminescence, 40 min. inhibition, % at 5 µM. 1.5% of 330,000 active;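 active = inhibition above about 50% at the single test dose, limit read from the data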;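 note: plate controls were DMSO with enzyme for no effect and no enzyme buffer wells for full effect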
Target sequence (Q9BQF6 706-1050 limits assumed): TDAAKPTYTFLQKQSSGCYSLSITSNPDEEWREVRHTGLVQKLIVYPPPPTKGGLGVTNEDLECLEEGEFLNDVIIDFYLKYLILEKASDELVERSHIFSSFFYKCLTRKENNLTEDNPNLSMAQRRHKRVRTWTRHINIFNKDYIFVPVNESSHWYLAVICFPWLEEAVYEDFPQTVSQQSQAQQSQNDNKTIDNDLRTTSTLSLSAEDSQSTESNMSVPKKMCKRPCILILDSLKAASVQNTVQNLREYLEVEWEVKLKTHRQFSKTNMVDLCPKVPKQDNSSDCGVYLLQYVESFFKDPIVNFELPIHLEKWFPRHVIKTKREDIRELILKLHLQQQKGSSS
NR3A LBD binder: NR3A (human) ligand-binding domain modulation. NR3A LBD differential scanning fluorimetry, Tm shift; 0% = protein alone, 100% = glycine-bound protein. Tm shift relative to glycine control, % at 25 µM. 2.5% of 340,000 active. AID 1259313;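 active = melting temperature shift of at least 10% of the positive control shift, at one fixed dose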
MPTP block: blocks calcium-induced mitochondrial swelling. 1.4% of 360,000 active. AID 602449. isolated mouse mitochondria, Ca2+ swelling absorbance, 30 min. inhibition, % at 10 µM;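 active = inhibition of 50% or more, scaled per plate between neutral and stimulator controls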;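 note: 0% = DMSO wells given calcium and 100% = 1 mM EGTA wells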
SENP6 inh: blocks the human protease SENP6 | Q9GZR1 | 1.8% of 330,000 active | inhibition, % at 10 µM | AID 2599 | Recombinant SENP6 catalytic domain, aminoluciferin luminescence;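 active = inhibition above about 50% at the single tested dose, limit read from the data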;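 note: plate controls were DMSO wells with enzyme for no effect and DMSO wells lacking enzyme for full effect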
Target sequence (Q9GZR1 628-1112 limits assumed): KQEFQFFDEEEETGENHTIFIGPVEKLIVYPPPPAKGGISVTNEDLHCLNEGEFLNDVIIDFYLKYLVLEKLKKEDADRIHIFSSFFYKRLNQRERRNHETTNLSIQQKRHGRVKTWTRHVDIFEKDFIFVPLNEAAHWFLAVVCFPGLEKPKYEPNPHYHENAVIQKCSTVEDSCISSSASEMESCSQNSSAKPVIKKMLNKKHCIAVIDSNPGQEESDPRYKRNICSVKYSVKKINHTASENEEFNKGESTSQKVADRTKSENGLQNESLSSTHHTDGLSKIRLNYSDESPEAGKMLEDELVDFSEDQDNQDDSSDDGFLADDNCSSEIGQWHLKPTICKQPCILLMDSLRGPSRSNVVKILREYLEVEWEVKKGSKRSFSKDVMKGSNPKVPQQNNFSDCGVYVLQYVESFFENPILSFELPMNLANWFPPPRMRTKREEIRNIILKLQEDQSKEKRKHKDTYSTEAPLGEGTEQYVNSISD
SENP8 inh: SENP8 (human) protease inhibition; Q96LD8; recombinant SENP8, Nedd8 substrate fluorescence; inhibition, % at 20 µM; 0.64% of 360,000 active; in the data active = inhibition mostly above about 40%, no sharp cut-off; inactive = mostly below about 27%
Target sequence (Q96LD8 whole entry, looked up): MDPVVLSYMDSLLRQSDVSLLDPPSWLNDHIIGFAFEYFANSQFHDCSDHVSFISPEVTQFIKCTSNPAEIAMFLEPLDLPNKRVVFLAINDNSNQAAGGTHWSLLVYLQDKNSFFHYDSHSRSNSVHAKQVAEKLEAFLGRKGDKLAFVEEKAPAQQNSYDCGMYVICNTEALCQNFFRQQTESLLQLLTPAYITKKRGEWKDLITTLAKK
PfGluPho inh: PfG6PD (Plasmodium falciparum) enzyme inhibition. inhibition, % at 20 µM. 0.78% of 350,000 active. PfGluPho enzyme, NADPH resazurin-diaphorase fluorescence. AID 504690;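 active = inhibition reaching at least a set limit at 20 µM in the primary screen, cut at about 59% in these data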;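 note: 0% = DMSO wells with substrate and 100% = DMSO wells lacking glucose-6-phosphate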
HKDC1 inhibitor: inhibitors of human hexokinase HKDC1. inhibition, % at 20 µM. 0.16% of 340,000 active. AID 493160. recombinant HKDC1, G6PDH/diaphorase resazurin coupled fluorescence. Q2TB90;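 active = inhibition above about 35% when tested at 20 µM, limit read from the data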;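 note: plate controls were DMSO wells with enzyme for no effect and DMSO wells lacking enzyme for full effect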
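System: Recombinant HKDC1 hexokinase | Amount: HKDC1 at 5 µg/mL | Reagent: Glucose with 1 mM ATP | Doses: Single 20 µM dose | Incubation: Reaction time 90 min, room temperature, protected from light | Signal: Coupled resazurin fluorescence, excitation 525 nm, emission 613 nm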
ATG4B inhibitor: ATG4B (human) cysteine protease inhibition; ATG4B cleavage of LC3-PLA2, NBD-HPC fluorescence, 1 h; Q9Y4P1; inhibition, % at 8.33 µM; 0.51% of 340,000 active; AID 504462; in the data active = inhibition above about 40%
The depositor's hits bear a star.

Preview (7 entries):
SMILES	SENP7 inh	NR3A LBD binder	MPTP block	SENP6 inh	SENP8 inh	PfGluPho inh	HKDC1 inhibitor	ATG4B inhibitor
CN(/N=C/c1cc([N+](=O)[O-])ccc1O)c1ccccc1	6.3	-6.2	57.0*	-4.0	23.3	8.0	-8.8	-11.7
CNC(=S)n1cnc(N)n1	-6.2	12.1*	-0.7	-3.8	14.8	-10.3	-1.9	1.8
CCCCCC1CC(CC(=O)Nc2ccc([N+](=O)[O-])cc2)OC1=O (stereo unspecified)	7.7	2.5	7.6	-19.4	9.4	-5.4	-1.4	-7.0
Nc1nc(NCc2ccco2)nc(N2CCN(Cc3ccccc3)CC2)c1[N+](=O)[O-]	-2.9	3.5	1.3	4.0	-0.4	3.6	0.7	-5.5
COC(=O)C1=CN(c2ccc(OC)cc2)C=C(C(=O)OC)C1c1ccc([N+](=O)[O-])cc1	-6.6	-2.3	0.8	-6.0	-0.9	5.4	-0.3	3.7
Cc1ccc(CNC(=O)CCc2cn(C)c3ccccc23)cc1	7.2	-0.4	0.5	-5.9	12.1	11.0	-3.0	-15.0
COc1ccc(COC(=O)CN2C(=O)NC3(CC(C)CC(C)(C)C3)C2=O)cc1F (stereo unspecified)	2.0	-0.8	-0.9	9.0	7.4	-7.9	-6.6	3.3

The whole of this part, from the first entry:
SMILES	SENP7 inh	NR3A LBD binder	MPTP block	SENP6 inh	SENP8 inh	PfGluPho inh	HKDC1 inhibitor	ATG4B inhibitor
CN(/N=C/c1cc([N+](=O)[O-])ccc1O)c1ccccc1	6.3	-6.2	57.0*	-4.0	23.3	8.0	-8.8	-11.7
CNC(=S)n1cnc(N)n1	-6.2	12.1*	-0.7	-3.8	14.8	-10.3	-1.9	1.8
CCCCCC1CC(CC(=O)Nc2ccc([N+](=O)[O-])cc2)OC1=O (stereo unspecified)	7.7	2.5	7.6	-19.4	9.4	-5.4	-1.4	-7.0
Nc1nc(NCc2ccco2)nc(N2CCN(Cc3ccccc3)CC2)c1[N+](=O)[O-]	-2.9	3.5	1.3	4.0	-0.4	3.6	0.7	-5.5
COC(=O)C1=CN(c2ccc(OC)cc2)C=C(C(=O)OC)C1c1ccc([N+](=O)[O-])cc1	-6.6	-2.3	0.8	-6.0	-0.9	5.4	-0.3	3.7
Cc1ccc(CNC(=O)CCc2cn(C)c3ccccc23)cc1	7.2	-0.4	0.5	-5.9	12.1	11.0	-3.0	-15.0
COc1ccc(COC(=O)CN2C(=O)NC3(CC(C)CC(C)(C)C3)C2=O)cc1F (stereo unspecified)	2.0	-0.8	-0.9	9.0	7.4	-7.9	-6.6	3.3
Cc1c(Cl)cccc1NC(=O)CCC(=O)c1cccs1	1.3	4.0	0.4	0.8	6.0	-11.1	0.0	13.7
Cc1oc(/N=C/c2ccccc2)c(C#N)c1C	-4.3	2.8	-1.0	31.1	21.4	-7.2	-2.5	9.4
NC(=O)NC(=O)CC1S/C(=N/N=C2\CSC(=O)N2)NC1=O (stereo unspecified)	7.7	-1.1	0.8	-9.0	7.2	18.7	11.8	-11.1
Cc1ccc2cc(CCNC(=O)CCCc3ccccc3)c(=O)[nH]c2c1	0.7	1.8	-1.0	-0.8	-18.2	10.3	4.3	-0.1
CCc1noc(C)c1C(=O)N1CCN(S(=O)(=O)c2cccs2)CC1	12.9	1.7	-1.4	-3.7	4.0	-4.8	-1.3	0.6
CCc1ccccc1NC(=O)C1COc2ccccc2O1 (stereo unspecified)	1.7	2.2	0.6	9.1	4.4	-12.8	-2.9	-6.5
CC(C)(C)c1ccc(C(=O)COC(=O)CN2C(=O)NC3(CCCC3)C2=O)cc1	2.4	-1.6	0.3	5.3	3.6	17.1	-4.2	-2.0
CCC1CCCCN1C(=O)c1ccc(OC2CCN(C(=O)COC)CC2)cc1 (stereo unspecified)	-2.1	-0.3	1.2	1.8	11.6	0.4	-5.9	3.2
Cc1c(Br)c(=O)[nH]c(=O)n1COCc1ccccc1	-5.5	-0.1	0.1	-11.9	18.9	-9.5	2.1	-11.3
COc1ccc(NC(=O)CNC(=O)Cn2ccc3ccccc3c2=O)c(OC)c1	9.9	1.0	-0.4	-8.5	-6.8	-13.4	-2.9	-4.4
CC(=O)NCCc1c(C)n(Cc2ccccc2)c2ccccc12	-14.6	0.1	1.4	4.9	14.1	-4.3	-6.5	-13.5
CN(Cc1ccccc1)c1ccc(N2C(=O)CCC2=O)cc1[N+](=O)[O-]	8.6	-3.5	2.0	-26.6	21.7	2.5	1.6	2.2
O=c1ccn(-c2cccc(C(F)(F)F)c2)nc1-c1ccn(-c2ccccc2F)n1	-6.1	-0.1	-0.6	-14.3	37.8	103.7*	-1.4	-13.2
COc1ccc(-c2nc(C#N)c(NCc3ccc(C)cc3)o2)cc1OC	0.1	-3.4	1.8	-23.8	-472.8	-7.2	-5.7	-0.2
CC(=O)Oc1ccccc1C1=NN(C(=O)/C=C/c2ccccc2)C(c2ccccc2)C1 (stereo unspecified)	2.1	0.3	0.5	7.6	-29.8	-7.7	1.3	6.0
CC1CCCN(C(=O)COC(=O)CNC(=O)c2sc3ccccc3c2Cl)C1 (stereo unspecified)	2.9	1.2	0.2	-4.0	1.3	3.8	0.1	-8.1
CCOC(=O)c1c(C)nc2ccccc2c1-c1ccccc1	-2.3	1.2	1.1	0.7	4.6	-26.5	-6.2	17.0
COc1ccc(-c2nc(N)ncc2-c2csc(C)n2)c(O)c1OC	5.6	-1.3	0.5	-5.5	0.6	-2.0	-3.3	-8.7
Next records
SMILES	SENP7 inh	NR3A LBD binder	MPTP block	SENP6 inh	SENP8 inh	PfGluPho inh	HKDC1 inhibitor	ATG4B inhibitor
CCCN(CC(=O)Nc1ccccc1OC)C(=O)CSc1ccc(Br)cc1C	12.7	1.6	-0.5	1.2	-3.6	6.6	-3.0	9.8
Cc1ccc(S(=O)(=O)NC(CC(C)C)C(=O)N2CC(C)OC(C)C2)cc1 (stereo unspecified)	-5.4	0.1	0.0	2.4	-4.0	13.7	-5.9	-5.8
O=C(NC1CCCCC1)C(c1ccccc1F)N(C(=O)c1csnn1)C1CCCC1 (stereo unspecified)	12.3	-3.0	1.6	20.6	13.2	-19.9	-4.5	16.3
C=CCn1c(CC#N)nnc1N1CCOCC1	-0.5	-8.1	-2.0	-36.3	-0.4	0.7	-5.2	2.3
CCc1ccc(S(=O)(=O)N(C(=O)c2ccncc2)c2ccc(OC(=O)c3ccncc3)cc2)cc1	4.8	-2.6	4.7	4.7	0.2	-4.3	1.9	-9.4
Cc1ccccc1OCC(=O)NCC(=O)OCc1ccc(Br)cc1	-9.7	-0.5	-0.3	-2.6	4.5	5.7	3.7	8.9
O=C(NNS(=O)(=O)c1ccccc1F)c1sccc1-n1cccc1	-2.3	-2.7	-1.2	7.0	7.7	-7.9	-0.9	-0.6
CC1(C)CC2(CCO1)OC(=O)CC2C(=O)NCc1ccccc1 (stereo unspecified)	1.2	0.6	1.1	8.2	13.1	13.1	3.4	-7.2
CCOc1ccc(N(C(=O)c2cnsn2)C(C(=O)NC2CCCCC2)c2ccncc2)cc1 (stereo unspecified)	-5.0	0.4	-0.7	-4.8	8.6	-2.2	-7.9	-0.9
CCCCCCP(=O)(O)c1ccccc1	4.7	-0.3	1.5	-5.0	14.9	7.5	-1.6	0.7
O=C1NC(Cc2c[nH]c3ccccc23)C(=O)N1c1ccc(F)cc1 (stereo unspecified)	-0.3	-2.1	-1.8	-11.8	11.8	1.4	2.6	-5.0
Cc1ccc(O)c(NC(=O)c2cc(-c3ccccc3Cl)on2)c1	62.7*	-0.4	1.0	25.4	13.2	-7.5	-6.9	3.1
CSc1ccc(CCNC(=O)Cn2ncc3c([nH]c4ccccc43)c2=O)cc1	5.7	-5.5	0.3	1.2	-22.3	-23.6	3.5	-1.8
O=S(=O)(NCc1ccco1)c1ccccc1Br	-4.0	0.9	-1.3	3.1	14.5	11.3	-3.8	7.7
O=S(=O)(c1ccc(-c2csc(-c3cccnc3)n2)cc1)N1CCCCC1	0.0	-16.1	4.7	-15.7	-19.0	13.2	-0.5	-13.6
COCCn1c(SCC(=O)NC2CCCC(C)C2C)nc2ccccc2c1=O (stereo unspecified)	5.0	-0.4	-1.2	-4.9	0.0	11.9	-12.1	-0.7
CN(CC(=O)Nc1ccc(C#N)cc1)CC(=O)Nc1ccc(N2CCOCC2)cc1	-6.7	0.1	0.7	-10.1	14.8	7.2	-12.7	40.6*
COc1ccc(Cl)cc1NC(=O)CCN1C(=O)C2C3CCC(C3)C2C1=O (stereo unspecified)	10.2	-1.8	-1.6	-22.6	8.6	2.3	-5.6	-4.0
COC(=O)C1=C(C)Nc2c(c(=O)n(C)c(=O)n2C)C1c1cccs1 (stereo unspecified)	13.4	-0.9	-4.9	-6.9	-25.7	-15.2	-2.3	2.5
CC(=O)N1CC(C)Sc2ccc(S(=O)(=O)NCCc3ccccc3)cc21 (stereo unspecified)	-1.0	-4.9	-0.4	0.2	0.0	10.6	-1.9	-8.2
NCC(c1ccc(Cl)cc1Cl)c1c[nH]c2ccccc12 (stereo unspecified)	2.3	-1.8	0.6	-25.5	19.8	14.8	-2.2	5.4
O=C(NCc1ccccc1F)C1CCCN(C(=O)Nc2ccc(F)cc2)C1 (stereo unspecified)	-4.1	2.0	-0.1	-6.8	12.3	-10.5	-6.1	5.6
CC/C(=N\NC(N)=O)c1ccc(OC(F)F)cc1	-1.8	0.5	-0.8	18.0	11.6	10.1	-5.4	29.7
CCS(=O)(=O)N1CCc2cc(OC)c(OC)cc2C1	12.9	-0.3	-1.7	-1.7	1.5	-4.7	-1.0	-10.4
CC(=O)Nc1ccc(S(=O)(=O)C(C#N)c2nc3ccccc3nc2NCCO)cc1 (stereo unspecified)	-2.9	0.3	0.4	-11.7	-425.0	-21.5	-1.8	-4.8
The list continues.
SMILES	SENP7 inh	NR3A LBD binder	MPTP block	SENP6 inh	SENP8 inh	PfGluPho inh	HKDC1 inhibitor	ATG4B inhibitor
COC(=O)c1cc(-c2ccc(F)cc2)n(-c2ccccc2)n1	-2.6	-3.6	-0.8	-16.0	-13.4	16.4	0.0	-8.0
Cc1ccc(NC(=O)CCNC(=O)c2ccc(Br)cc2)nc1	-7.1	0.3	0.4	-6.0	9.7	-30.7	-6.6	3.6
CN(CC(=O)Nc1ccccc1Cl)C(=O)CSc1nncn1C	-9.5	2.1	-1.0	-10.4	6.1	10.7	-4.6	-7.0
CSc1ccccc1C(=O)N1CCOCC1	-6.8	1.4	0.5	3.7	23.3	-9.2	-6.4	-6.9
Cc1ccc(C(=O)CCC(=O)CCC(=O)O)cc1	9.2	2.2	-2.7	-3.9	12.8	-0.9	-10.2	-6.9
Cc1cnnc2c1-c1nonc1CC2	0.4	-0.6	0.7	2.3	18.8	8.8	-8.2	1.8
CCC(=O)c1cn(CC(=O)Nc2ccccc2Cl)c2ccccc12	-4.6	0.1	2.5	-19.0	11.8	-31.9	1.3	-1.6
O=C(Nc1ccc(Cl)cc1)c1cc2nc(-c3ccco3)cc(C(F)(F)F)n2n1	-2.5	-0.6	1.4	-20.0	-493.5	-1.9	3.9	-0.7
N#CC1=C(SCC(N)=O)NC(=O)CC1c1ccccc1Cl (stereo unspecified)	-1.7	0.0	-0.9	-4.0	18.9	-13.7	-7.1	-5.5
CN(CC(=O)Nc1ccc(F)cc1)C(=O)CSc1nccn1C	3.8	0.9	-0.9	-4.7	11.7	13.0	0.3	-10.9
O=S(=O)(NC1CCCCC1)c1ccc(S(=O)(=O)N2CCN3CCCC3C2)cc1 (stereo unspecified)	-9.6	-0.3	0.8	-0.5	6.3	11.1	-11.9	-8.7
CCOC(=O)c1c(C)nc(C)c(C(=O)OCC)c1-c1cccnc1	-10.0	0.4	0.1	-10.3	11.8	0.9	-4.3	-3.2
CCOc1ccc(C(=O)n2cc(C(=O)OC)c3ccccc32)cc1	5.6	-3.4	-0.7	-9.8	-8.2	-2.8	4.6	7.8
O=C(CNc1cccc(S(=O)(=O)N2CCCC2)c1)Nc1cccc(Br)c1	2.7	-1.1	1.5	11.9	-6.0	10.3	-1.8	-2.7
Cc1ccc(N2CN=c3s/c(=C\c4ccccn4)c(=O)n3C2)cc1	-2.9	-2.9	1.8	-10.8	7.4	6.3	-7.5	-15.4
O=C(CSc1ccc2c(c1)OCCO2)NC(=O)Cc1ccccc1	1.2	-2.8	-0.5	-9.1	17.2	6.2	-9.5	7.4

From PubChem
